UBC13 inh = human UBC13 polyubiquitination inhibition | P61088 | UBC13 polyubiquitin chain formation, TR-FRET | inhibition, % at 20 µM | actives 0.47% (n = 330,000); in the data active means inhibition above about 45%, passing the limit was not always enough
APJ antag = antagonists of human APJ apelin receptor. P35414. CHO-K1 APJ beta-arrestin complementation, luminescence. inhibition, % at 20 µM. actives 0.32% (n = 330,000). AID 2521;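 active means inhibition above about 40% at 20 µM, limit read from the data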;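 further: cells challenged with 10 nM apelin-13 agonist together with compound; plate controls were apelin-13 plus DMSO wells for no effect and DMSO wells lacking apelin-13 for full effect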
Target sequence (P35414 whole entry, looked up): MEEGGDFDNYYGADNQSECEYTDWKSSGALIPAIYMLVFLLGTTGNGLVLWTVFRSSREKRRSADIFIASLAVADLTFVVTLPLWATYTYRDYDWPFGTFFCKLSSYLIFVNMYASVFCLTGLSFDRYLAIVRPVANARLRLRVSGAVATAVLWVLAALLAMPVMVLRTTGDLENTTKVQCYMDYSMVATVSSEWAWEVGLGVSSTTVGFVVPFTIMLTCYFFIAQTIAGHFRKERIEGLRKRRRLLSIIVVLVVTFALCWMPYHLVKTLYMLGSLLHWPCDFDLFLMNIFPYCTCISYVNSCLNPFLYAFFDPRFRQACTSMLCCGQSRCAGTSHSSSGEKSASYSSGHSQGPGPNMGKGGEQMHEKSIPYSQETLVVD
Jurkat NFkB inh = inhibitors of the PMA/ionomycin-induced NF-kB reporter in Jurkat cells; PMA/ionomycin-induced NF-kB luciferase reporter, luminescence; inhibition, % at 4 µM; actives 0.53% (n = 330,000); AID 435003; in the data active means inhibition above about 50%
CXCR6 block = inhibitors of human CXCR6 receptor | O00574 | CHO-K1 PathHunter CXCR6 beta-arrestin, luminescence | inhibition, % at 20 µM | actives 0.36% (n = 360,000); in the data active means inhibition above about 34%, passing the limit was not always enough;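 further: antagonist mode with CXCL16 agonist at 10 nM final; 0% = 10 nM CXCL16 with DMSO and 100% = unstimulated wells without agonist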
Target sequence (O00574 whole entry, looked up): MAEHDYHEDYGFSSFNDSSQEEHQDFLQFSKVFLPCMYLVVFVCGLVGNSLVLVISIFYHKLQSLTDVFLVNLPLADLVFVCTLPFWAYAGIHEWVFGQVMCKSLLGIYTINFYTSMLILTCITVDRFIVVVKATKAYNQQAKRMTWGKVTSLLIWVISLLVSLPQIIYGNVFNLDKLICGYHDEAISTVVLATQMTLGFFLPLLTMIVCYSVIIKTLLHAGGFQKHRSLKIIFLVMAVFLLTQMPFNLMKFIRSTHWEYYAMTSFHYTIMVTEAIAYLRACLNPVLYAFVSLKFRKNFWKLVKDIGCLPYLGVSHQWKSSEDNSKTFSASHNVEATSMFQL
Gli-Sufu antag = antagonists of Gli-Sufu signaling | Sufu-KO-LIGHT fibroblasts, Gli luciferase reporter luminescence | inhibition, % at 5 µM | actives 0.74% (n = 340,000);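 active means inhibition above about 55%, limit read from the data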;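 further: 0% = DMSO-treated cells and 100% = wells with medium but no cells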
EBI2 block = EBI2 (human) antagonism; EBI2 beta-arrestin recruitment, luminescence, 7a,25-OHC stimulated; actives 0.81% (n = 360,000); inhibition, % at 5 µM; in the data active means inhibition above about 38%;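 further: enzyme fragment complementation signal reports receptor beta-arrestin coupling in cells; 0% = agonist plus DMSO wells and 100% = wells without agonist; some results beyond the cut were filed as inactive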
Target sequence (P32249 whole entry, looked up, the tested form may be a part): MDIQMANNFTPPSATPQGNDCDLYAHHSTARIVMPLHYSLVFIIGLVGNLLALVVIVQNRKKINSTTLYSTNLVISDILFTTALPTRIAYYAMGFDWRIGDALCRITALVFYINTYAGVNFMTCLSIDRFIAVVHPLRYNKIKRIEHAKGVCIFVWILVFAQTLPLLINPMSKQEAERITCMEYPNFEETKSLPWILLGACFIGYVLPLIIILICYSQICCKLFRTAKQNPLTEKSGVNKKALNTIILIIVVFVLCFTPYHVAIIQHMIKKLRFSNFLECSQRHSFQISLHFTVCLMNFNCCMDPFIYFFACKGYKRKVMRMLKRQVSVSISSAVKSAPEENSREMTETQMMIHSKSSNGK
697 NFkB inh = lowers PMA/ionomycin-induced NF-kB signal in 697 B cells | actives 0.33% (n = 330,000) | AID 435022 | inhibition, % at 4 µM | 697 B-cell NF-kB luciferase reporter, 16 h; in the data active means inhibition above about 35%
CCR6 antagonist = antagonists of human CCR6 receptor | P51684 | CHO-K1 CCR6 PathHunter beta-arrestin, luminescence, CCL20-stimulated | inhibition, % at 20 µM | actives 0.49% (n = 340,000);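 active means compounds whose inhibition of the agonist-driven luminescence signal at 20 µM reaches about 50%, limit read from the data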;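 further: cells stimulated with CCL20 at 14 nM final; plate controls were DMSO with CCL20 for no effect and DMSO without agonist for full effect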
Numbers without * were called inactive; / = not tested or not shown.

Molecule,UBC13 inh,APJ antag,Jurkat NFkB inh,CXCR6 block,Gli-Sufu antag,EBI2 block,697 NFkB inh,CCR6 antagonist
COc1ccc(C(=O)Nn2cnnc2)cc1,5.5,-4.1,-12.3,-3.6,-9.8,-14.7,-3.5,-1.8
N#CCSc1ccc(S(=O)(=O)N2CCOCC2)cn1,-4.2,11.4,-2.4,-2.2,-1.4,-2.1,-2.1,13.2
CC1(C)Cc2c(sc3c2c(=O)n(Cc2ccccc2)c2nncn32)CO1,/,/,/,-8.6,3.0,5.4,/,-16.8
CC[C@]12c3[nH]c4ccc(OC)cc4c3CCN1C(=O)C(CC(=O)NC(C)(C)C)C[C@@H]2C(=O)N1CCN(C(=O)c2ccco2)CC1 (stereo partly drawn),/,/,/,-3.7,3.2,-2.7,7.4,8.4
CN(C)c1ccc(CN(CC2CCCO2)C(=O)c2cccs2)cc1 (stereo not drawn),-4.5,16.6,15.0,0.6,-24.1,-2.5,-12.5,22.4
CCCNC(=O)c1nc(C)n(-c2ccc([N+](=O)[O-])cc2)n1,3.6,-32.9,-0.1,-2.4,1.2,2.3,8.4,4.2
CCOc1cccc(-c2c(C(=O)N/N=C/c3c(F)cccc3Cl)nnn2-c2nonc2N)c1,-7.3,-1.8,3.1,4.4,10.9,-11.7,-6.8,13.7
CCCOc1ccc(-c2nnn(CC(=O)N3CCCCC3)n2)cc1,-14.2,-20.8,0.8,4.0,5.2,2.7,5.9,-6.6
O=C(/C=C/c1ccc2c(c1)OCCO2)N1CCN(c2ccc(F)cc2)CC1,4.7,13.4,-10.6,-1.0,-2.9,44.3*,23.1,11.8
CCOc1ccc(CC(=O)NNC(=S)Nc2ccc(OC)c(OC)c2)cc1,1.4,7.0,-6.1,-13.1,1.7,-6.4,-5.9,-14.9
O=C(Cn1ccc2ccccc2c1=O)NCCC(=O)Nc1ccc(F)cc1F,3.5,15.6,-3.0,-17.1,-16.2,-5.0,1.6,0.4
COC(=O)CCC(=O)CN,-12.3,0.9,-2.7,4.4,-3.1,-7.8,2.9,1.3
O=C(Nc1ccc(F)cc1)c1ccc(-n2ccnc2)nc1,-8.3,0.9,0.6,1.7,4.2,4.3,16.5,-1.1
Nc1c(C(=O)N/N=C/c2ccc([N+](=O)[O-])cc2)sc2nnc(-c3ccccc3)c(-c3ccccc3)c12,0.5,2.3,8.6,/,-1.2,/,12.4,4.5
COCCN(CC1CCCN(C2Cc3ccccc3C2)C1)C(=O)CSC (stereo not drawn),3.0,1.8,3.6,7.5,9.2,5.0,6.6,8.5
O=C(NCCN1CCCC1)C1CCC(=O)N(CCCN2CCOCC2)C1 (stereo not drawn),-3.6,-3.4,12.3,-9.0,17.5,2.3,0.8,4.8
Cn1cc(/C=C2\SC(=O)N(c3ccccc3)C2=O)c2ccccc21,-12.4,-10.5,-53.6,3.8,-51.2,14.3,-41.1,15.8
CCOC(=O)C1(Cc2cccc(OC)c2)CCN(Cc2cnc(C)s2)CC1,4.1,7.4,12.3,2.7,11.8,2.0,-4.4,16.5
CCOC(=O)C(Sc1nnc2c3ccccc3n(CC)c2n1)C(=O)OCC,6.0,2.0,-6.6,6.7,1.7,3.3,-12.0,7.0
Cc1nn(C2CCCO2)c(=O)nc1N (stereo not drawn),6.6,-5.7,1.3,/,/,/,4.3,/

Compounds from the list above containing a thiophene ring, fused or not (3):
Molecule,UBC13 inh,APJ antag,Jurkat NFkB inh,CXCR6 block,Gli-Sufu antag,EBI2 block,697 NFkB inh,CCR6 antagonist
CC1(C)Cc2c(sc3c2c(=O)n(Cc2ccccc2)c2nncn32)CO1,/,/,/,-8.6,3.0,5.4,/,-16.8
CN(C)c1ccc(CN(CC2CCCO2)C(=O)c2cccs2)cc1 (stereo not drawn),-4.5,16.6,15.0,0.6,-24.1,-2.5,-12.5,22.4
Nc1c(C(=O)N/N=C/c2ccc([N+](=O)[O-])cc2)sc2nnc(-c3ccccc3)c(-c3ccccc3)c12,0.5,2.3,8.6,/,-1.2,/,12.4,4.5

Other records follow.
Molecule,UBC13 inh,APJ antag,Jurkat NFkB inh,CXCR6 block,Gli-Sufu antag,EBI2 block,697 NFkB inh,CCR6 antagonist
COc1cccc(CN(C)C(=O)CC2C(=O)NCCN2C2Cc3ccccc3C2)c1 (stereo not drawn),-12.7,-14.3,4.4,1.6,6.1,4.7,2.0,15.4
O=C(O)c1cccc(-n2cccc2/C=C2/SC(=O)N(CC(=O)N3CCCC3)C2=O)c1,-11.8,4.0,15.6,7.4,-26.5,0.3,2.4,4.8
CCOC(=O)C1CCN(S(=O)(=O)c2ccc3c(c2)N(C(C)=O)CCO3)CC1,2.6,1.4,0.0,-7.6,-8.1,-2.6,-7.0,4.1
CC(=O)c1ccc(NC(=S)N2C(C)CCCC2C)cc1 (stereo not drawn),-7.6,-4.1,-6.3,/,/,/,-3.2,/
N#CNC(=Nc1cccc(C(F)(F)F)c1)SCc1ccc(C(=O)O)cc1,0.6,8.8,-2.3,2.0,-2.7,-8.5,4.2,16.0
CCC1(CC)C(=O)N(C)C(=O)NC1=NCc1ccccc1,-7.0,7.8,-6.9,-2.2,2.5,4.4,10.6,-15.6
O=[N+]([O-])c1ccccc1S(=O)(=O)N1CCN(Cc2ccccc2)CC1,5.4,10.5,3.6,15.3,-16.6,-5.9,10.6,-21.6
O=C(Nc1ccc(Cl)c(Cl)c1)Nc1ccc(Br)cc1F,6.3,-15.3,-4.1,-9.3,-8.0,-8.6,-2.6,0.1
Cc1ccc(C)c(N2CCN(S(=O)(=O)c3c(C)noc3/C=C/N(C)C)CC2)c1,-11.9,7.2,-20.3,-4.5,4.5,15.6,-23.8,16.5
CCN(CC)CCN(C(=O)C1=COCCO1)c1nc2c(OC)ccc(OC)c2s1,-0.6,17.6,10.4,1.0,10.2,1.1,-5.5,26.4
COc1ccc(N(C)C(=O)c2ccc3c(c2)nnn3C)cc1,11.3,9.3,1.8,-1.5,11.1,-8.5,14.9,1.6
O=C(Nc1ccc(F)cc1)N1CCCN(c2nccc(C(F)(F)F)n2)CC1,4.1,-14.0,7.2,-0.5,4.4,4.4,-2.5,7.1
CN1CCN(C(=O)c2cnn(-c3ccccc3)c2NC(=O)c2cccs2)CC1,11.4,16.3,-4.4,0.2,-4.5,-1.6,13.9,-3.0
O=C(NCC1CCCO1)c1cc2n(n1)C(C(F)(F)F)CC(c1ccc(Br)cc1)N2 (stereo not drawn),4.1,14.1,1.8,3.1,5.5,1.2,15.9,0.8
COc1ccccc1OCCNC(=O)C1CC(=O)N(c2cccc(SC)c2)C1 (stereo not drawn),-8.4,16.3,-17.3,-7.5,95.5*,-0.6,-23.5,13.8
COc1cc(C2C(Oc3ccccc3C)C(=O)N2Cc2ccc(F)cc2)cc(OC)c1OC (stereo not drawn),15.0,-8.5,2.1,1.3,10.0,4.0,3.2,15.1
Cc1csc(NC(=O)c2ccc(S(=O)(=O)N3CCN(C)CC3)cc2)n1,-0.3,-14.7,-28.7,-9.4,-14.0,-0.9,-12.8,4.8
O=C(COc1ccc2ccccc2c1)Nc1ccc(S(=O)(=O)N2CCCCCC2)cc1,-12.0,4.1,6.5,-11.7,2.6,55.9*,5.1,9.6
Cc1nc(C)c(CCNC(=O)c2ccc(C(F)(F)F)cc2)s1,8.8,-12.6,-11.8,-0.2,0.5,1.2,-7.1,8.3
Cc1onc(C(=O)NN)c1C(=O)Nc1ncc(C(F)(F)F)cc1Cl,-0.4,10.1,16.9,-0.1,0.6,-13.0,5.0,9.0
CC1Cc2ccccc2N1CC(=O)NC(=O)NCc1ccco1 (stereo not drawn),7.2,11.3,-11.1,-0.8,3.0,7.7,-6.2,-4.5
COC1=C(C)C(=O)C2=C(C1=O)C1C3CC4=C(C(=O)C(OC)=C(C)C4=O)C(CNC(=O)C(C)=O)N3C(C#N)C(C2)N1C (stereo not drawn),/,/,/,-5.9,80.9*,-22.6,/,18.3
Cc1ccc2c(c1)nnn2C1CCN(S(C)(=O)=O)CC1,8.5,-12.9,-3.6,-2.4,1.1,2.0,4.8,-5.8
CCCn1c(-c2cccc([N+](=O)[O-])c2)nc2c1c(=O)[nH]c(=O)n2Cc1ccccc1,8.8,-3.4,3.9,19.4,19.3,8.0,-21.5,19.1
COc1ccc(C(C)=O)cc1COC(=O)c1cc(C)nc2ccccc12,6.3,18.3,19.2,0.9,-7.1,18.8,2.6,10.5
O=C(NNC(=O)c1cccs1)c1ccc(Br)cc1,-8.4,-3.3,-4.4,0.0,-25.1,-4.7,-1.9,12.3
CCSc1nnc2c(n1)OC=Nc1ccc(Br)cc1-2,-19.2,-0.5,-7.2,5.5,-2.7,3.4,-41.3,-6.8
Cc1ccc(CNC(=O)c2cc3c(s2)CS(=O)(=O)C3)cc1,-3.1,30.2,5.1,-6.8,-2.6,6.1,-15.2,2.8
Cc1ccc(-c2nc(C3CCN(S(=O)(=O)c4ccc(C(C)(C)C)cc4)CC3)no2)cc1,0.9,3.8,11.9,3.7,7.3,2.6,4.3,6.5
COc1cccc(-c2cc(C(=O)O)[nH]n2)c1,-2.1,-5.0,1.7,1.6,-7.9,10.4,2.6,13.5

Compound profiles, from the list above. Order of values: UBC13 inh, APJ antag, Jurkat NFkB inh, CXCR6 block, Gli-Sufu antag, EBI2 block, 697 NFkB inh, CCR6 antagonist
COC1=C(C)C(=O)C2=C(C1=O)C1C3CC4=C(C(=O)C(OC)=C(C)C4=O)C(CNC(=O)C(C)=O)N3C(C#N)C(C2)N1C (stereo not drawn) across the screens: /, /, /, -5.9, 80.9*, -22.6, /, 18.3
Cc1ccc2c(c1)nnn2C1CCN(S(C)(=O)=O)CC1 across the screens: 8.5, -12.9, -3.6, -2.4, 1.1, 2.0, 4.8, -5.8

The list goes on:
Molecule,UBC13 inh,APJ antag,Jurkat NFkB inh,CXCR6 block,Gli-Sufu antag,EBI2 block,697 NFkB inh,CCR6 antagonist
O=C1C2C(C(=O)N1/N=C/c1ccco1)C1C=CC2C12CC2 (stereo not drawn),4.6,10.5,1.8,-4.8,-12.0,-0.8,-4.9,-9.7
O=C(CN(C(=O)CNC(=O)c1ccco1)c1ccc2c(c1)OCCO2)NC1CCCC1,-3.7,1.1,0.7,-6.1,-9.8,-2.9,-4.4,4.1
O=C(CNC(=S)N(CCCN1CCOCC1)Cc1cccs1)N1CCOCC1,-4.5,1.6,8.4,-0.5,6.2,-7.8,16.2,-0.1
O=C(CCSc1ccc(Cl)cc1)N1CCN(c2ccc(O)cc2)CC1,2.2,-27.4,-15.0,-8.2,26.1,0.5,-35.4,-0.7
CN(C)CCCNCCCNC(=O)c1ccccn1,3.9,5.9,-4.2,0.2,-2.5,5.6,-3.6,6.5
CC1CC2OC2CC1COC(=O)C1CC2OC2CC1C (stereo not drawn),/,/,/,-7.4,7.2,-6.3,/,2.4
CCCn1c(=O)c(C(=O)NCC2CCCO2)c(O)c2ccccc21 (stereo not drawn),17.4,-9.0,-3.2,5.6,-1.3,-12.1,-6.6,6.9
COc1ccc(C2=NO[C@@H]3C(=O)N(c4c(C)cccc4C)C(=O)[C@H]23)cc1OC,-12.1,-25.6,-6.1,-8.3,1.9,-1.7,-12.7,6.1
COc1ccc(-n2c(N)c(-c3nc4ccccc4n3C)sc2=S)cc1,-21.1,22.1,-9.1,-2.6,6.7,28.2,-168.6,1.0
O=[N+]([O-])c1ccc(-c2nn(-c3ccccc3)cc2/C=N/n2c(-c3cccs3)n[nH]c2=S)cc1,-14.1,-3.0,4.2,11.8,-4.1,28.8,-0.8,12.6
Cc1cc(C)c(C#N)c(SCC(=O)c2cccs2)n1,-13.5,-5.2,-65.6,6.5,48.6,20.6,-34.8,18.4
N#CC1=C(N)C(C#N)(C#N)C(c2cccnc2)C2CN(C(=O)OCc3ccccc3)CC=C12 (stereo not drawn),8.1,49.7*,-1.3,6.7,4.9,9.1,-3.0,53.0*
[O-][n+]1c2ccccc2c2n1CCN1CCOC21c1ccc(Cl)cc1 (stereo not drawn),-1.5,12.1,-40.4,5.3,-28.6,-15.7,-90.8,6.7
CCC(C)NC(=O)c1ccc(CSCc2ccc(Cl)cc2)o1 (stereo not drawn),-2.2,6.8,-1.4,-0.7,-13.2,5.0,-12.9,10.7
CCc1nn(-c2ccccc2)c(=S)c2ccccc12,-2.5,16.0,-7.9,-4.7,-14.8,-1.9,-21.2,16.2
O=C(NCCc1ccccc1)C(=O)N/N=C/c1ccc2c(c1)OCO2,-3.7,-11.2,-0.8,-8.9,-9.5,7.5,21.9,-15.8

High-throughput results (PubChem BioAssay)
